Compound activity (PubChem BioAssay)
West Nile virus CPE: West Nile virus antiviral activity, cell-based, CPE readout (AID 1621). one-dose CPE inhibition, % at 10 µM; IC50 in µM for titrated hits. West Nile virus-infected cells, CPE inhibition; higher % means a stronger effect. hit rate 0.02% among 290,000; in the data active means a potency from the dose series; inconclusive means CPE inhibition mostly from about 3.7% at the one dose, without a potency; inactive means the rest, 99 in 100 with CPE inhibition below about 2.2%; further: strong numbers were not always called active
UTI89 phage lysis: inhibition of K1F phage lysis, E. coli UTI89, bacterial capsule biogenesis inhibitors, alamar blue (AID 488966); E. coli UTI89 K1F phage lysis, alamar blue, 2 h; higher % means a stronger effect; inhibition, % at 100 µM; hits with a dose series show IC50 in µM; hit rate 0.02% among 340,000;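 active means phage lysis inhibition, versus mean bacterial control, above a set limit; inconclusive means no clear call, values can overlap the other calls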;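 further: capsule biogenesis inhibitors block K1F phage lysis so surviving cells raise fluorescence; higher fluorescence means more inhibition of phage lysis; actives were called in the ten point dose series up to 300 µM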
NTR1 ag: agonists of NTR1, primary screen, imaging, U2OS cells, beta-arrestin-GFP, high content (AID 493036); NTR1-U2OS beta-arrestin-GFP spot imaging, agonist mode; activation, % at 20 µM; hit rate 0.17% among 330,000;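 active means activation at or above 40% of the spot to cytoplasm intensity ratio, with at least 20 cells analyzed; inconclusive means wells under 20 cells, flagged as cytotoxic or low count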;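 further: 0% = DMSO without peptide and 100% = 100 nM NTR1 peptide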
Target sequence (P30989 whole entry, looked up): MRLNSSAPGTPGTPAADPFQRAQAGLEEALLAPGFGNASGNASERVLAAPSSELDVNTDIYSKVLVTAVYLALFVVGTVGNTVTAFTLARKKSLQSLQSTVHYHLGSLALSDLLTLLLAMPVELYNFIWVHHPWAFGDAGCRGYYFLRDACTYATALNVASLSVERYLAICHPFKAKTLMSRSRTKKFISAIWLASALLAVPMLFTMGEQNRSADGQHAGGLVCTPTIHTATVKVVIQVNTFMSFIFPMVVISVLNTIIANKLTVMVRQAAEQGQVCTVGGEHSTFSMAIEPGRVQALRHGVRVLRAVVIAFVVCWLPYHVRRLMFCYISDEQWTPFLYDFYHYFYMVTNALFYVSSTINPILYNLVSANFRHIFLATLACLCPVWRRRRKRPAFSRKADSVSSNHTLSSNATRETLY
RSV antiviral HEp-2: RSV antiviral activity via CPE protection, HEp-2 cells, primary 10 µM value included (AID 2391) | HEp-2 cells, RSV-induced CPE inhibition; higher % means a stronger effect | CPE inhibition, % at 10 µM; hits with a dose series show IC50 in µM | hit rate 0.13% among 310,000; in the data active means a potency from the dose series; inconclusive means CPE inhibition mostly from about 23% at the one dose, without a potency; inactive means the rest, 99 in 100 with CPE inhibition below about 21%; further: strong numbers were not always called active
PhoP inhibition: PhoP-dependent GFP reporter repression – Salmonella Typhimurium, primary screen (AID 1863) | hit rate 0.16% among 300,000 | inhibition, % at 50 µM; hits with a dose series show IC50 in µM | S. Typhimurium PhoP-regulated promoter GFP reporter, 4 h; higher % means a stronger effect;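 active means inhibition over 29.93%, a cutoff 3 SD above the screen mean, later confirmed by dose response; inconclusive means inhibition over 29.93% but no dose response follow-up; inactive means inhibition at most 29.93% or unconfirmed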;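 further: 0% = low Mg2+ inducing control and 100% = high Mg2+ repressing control; strong numbers were not always called active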
NS5 inhibitors: flavivirus cap methylation enzyme inhibition – biochemical, confirmation dose response, primary screen (AID 588689); Dengue-2 NS5 methyltransferase capping enzyme assay, biochemical; higher % means a stronger effect; inhibition, % at 25 µM, or IC50 in µM where a hit was titrated; hit rate 0.3% among 340,000; in the data active means a potency from the dose series; inconclusive means inhibition above about 29% without an active follow-up result
T cell HTS: T cell immune modulators affecting CD8 T cell-vesicle binding. 2C CD8+ T cell-vesicle binding, flow cytometry; hits give low values. calls only at 7 µM. hit rate 0.068% among 330,000. AID 2052;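 active means response, share of CD8 T cells binding vesicles, and their 90th percentile fluorescence all below set limits, cut at about 80% in these data, passing the limit was not always enough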
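material = purified 2C TCR transgenic mouse naive CD8+ T cells | controls = Unloaded micro-vesicles (low), QL9 vesicles with 0.7% DMSO (high) | detection = cytometric PE anti-B7-1 and Alexa647 anti-CD8 signals after 1% paraformaldehyde fixation | incubation = binding step 1.5 h, 37 °C, antibody labelling 20 min, ice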
Rac1 GTP hydrolysis: MgcRacGAP GTPase-activating activity inhibitors, confirmation, biochemical, ADP Hunter fluorescence. MgcRacGAP-stimulated Rac1 GTP hydrolysis, ADP Hunter fluorescence; higher % means a stronger effect; GST-tagged Rac1 F28L mutant substrate. one-dose inhibition, % at 30 µM; IC50 in µM for titrated hits. hit rate 0.6% among 340,000. AID 624330;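 active means first-screen hits whose inhibition reached a set limit at any dose in the follow-up dose series; inconclusive means inhibition above the set first-screen limit but never retested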;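 further: fluorescence reports GDP produced by GAP-driven GTP hydrolysis; strong numbers were not always called active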
SV40 large T antigen: SV40 large T antigen inhibitors, biochemical (AID 1903); hit rate 0.39% among 310,000; inhibition, % at 20 µM, or IC50 in µM where a hit was titrated; SV40 large T antigen ATPase/helicase inhibition assay; higher % means a stronger effect; in the data active means a potency from the dose series; inconclusive means inhibition mostly from about 32% at the one dose, without a potency; inactive means the rest, 99 in 100 with inhibition below about 32%; further: strong numbers were not always called active
T cell HTS vesicle-bound %: also measured in T cell HTS; calls as there; double positive events, %; measured here: CD8+ vesicle-bound cell fraction;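 binding gate set so that unloaded-vesicle control wells show 10% double positive cells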
NTR1 ag cell count 20 µM: second read-out of NTR1 ag, no call of its own (marks repeat the call); cell count; measured here: cell count, cytotoxicity flag
NS5 inhibitors pilot replicate: also measured in NS5 inhibitors; calls as there; inhibition, %; measured here: pilot screen replicate inhibition
An asterisk follows results filed as active; i = inactive; ? = inconclusive; / = no result given; & = joins results of further samples; [ ] = dose if it differs, or a comment.

SMILES	West Nile virus CPE	UTI89 phage lysis	NTR1 ag	NTR1 ag cell count 20 µM	RSV antiviral HEp-2	PhoP inhibition	NS5 inhibitors	T cell HTS	T cell HTS vesicle-bound %	Rac1 GTP hydrolysis	SV40 large T antigen	others
Cc1ccc(S(=O)(=O)Nc2ccc(N3CCOCC3)nc2)cc1	0.4%	0.4%	0.6	95	-2.3%	7%	-7%	i	66	12%	23%
COc1ccc(C2CC(c3cccc(C(F)(F)F)c3)=NN2c2ccc(S(N)(=O)=O)cc2)cc1 (stereo not given)	/	-0.1%	17	56	/	/	-1%	/	/	8%	/	NS5 inhibitors pilot replicate=1.5
Cc1ccc(S(=O)(=O)N2CC(O)C2)cc1	/	1.7%	-0.8	48	0.1%	-1%	0%	i	10	5%	-8%
CC(=O)N/C(=C/c1ccc2c(c1)OCO2)C(=O)Nc1ccccc1	-0.4%	0.5%	-1.4	97	1.8%	-3%	-4%	i	60	11%	16%
CCCCNC(=O)C(Sc1ccccc1)c1ccccc1 (stereo not given)	-0.9%	2.7%[50 µM]	-0.3	72	1.6%	-17%	-7%	i	61	9%	9%
COc1ccc(N2CCN(C(=O)CSc3nnc(NC(=O)C4CC4)s3)CC2)cc1	-0.8%	0.3%	0.6	52	1.8%	2%	-10%	i	54	10%	-12%
COc1ccc(/C=C/C(=O)NC(=S)NN2CCCCC2c2cccnc2)cc1OC (stereo not given)	0.7%	-0.2%	-0.4	88	2.4%	-17%	1%	i	63	5%	12%
COc1cccc2c1C(CO)N1C(C#N)C3CC(C(=O)O)C(C1C2)N3C (stereo not given)	1.8%	?	-2.3	74	-1.1%	-3%	-4%	i	62	0%	15%
Cc1nc(-n2nnc3cc(C)c(C)cc32)c2c3c(sc2n1)CCCC3	0.6%	1.1%	10	76	1.9%	-2%	1%	i	38	-1%	8%	NS5 inhibitors pilot replicate=2.7
COc1ccc(NC(=O)O/N=C/c2ccccc2)cc1	-0.6%	-0.4%	0.3	50	0.4%	-6%	-2%	i	21	8%	6%	NS5 inhibitors pilot replicate=-0.6
NC(=O)OCC(COC(N)=O)c1ccccc1	0.6%&-0.2%	2.0%&-4.1%	0.6&-0.7	62&50	-0.1%&1.3%	4%&-7%&2%	2%&4%	i	20&43	3%&1%	23%&0%&9%
CC(C)c1nnc(SCc2ccc(CSc3nnc(C(C)C)n3N)cc2)n1N	0.1%	11%	0.9	52	1.6%	-6%	-2%	i	48	0%	28%
O=C(c1ccncc1)N(Cc1cc2ccccc2[nH]c1=O)C1CCCCC1	0.4%	2.9%	-0.3	68	0.4%	7%	-2%	i	49	5%	2%
CC(OC(=O)c1snc(C(=O)NC2CCCCC2)c1N)C(=O)NC1CCCCC1 (stereo not given)	-1.1%	3.5%	4.2	79	1.7%	-5%	4%	i	21	2%	3%
COC(=O)N1c2ccccc2CCc2ccccc21	-0.7%	-0.1%	0.7	101	-0.2%	-3%	-3%	i	61	6%	4%
CC(C)Nc1nnc(SCC(=O)Nc2ccc(F)cc2)s1	0.2%	0.7%	0.1	50	-1.6%	9%	-1%	i	31	5%	0%
CC1CCN(C(=O)CSc2nnc(CNC(=O)c3c(F)cccc3F)o2)CC1	1.2%	0.1%	0.3	72	0.6%	-6%	-4%	i	10	6%	19%
Cc1cc(CNC(=S)Nc2cccc(Cl)c2Cl)nn1C	-0.9%	-0.2%	0.1	44	5.3%	-10%	-12%	i	21	-4%	10%
COc1ccc(Oc2c(C=O)c3ccccc3n2C)cc1	-0.5%	0.1%	2.6	34	4.7%	8%	-8%	i	61	16%	11%
COc1ccc(N2CCN(C(=O)COC(=O)c3cc(S(=O)(=O)N(C)C)ccc3N3CCCC3)CC2)cc1	/	0.5%[50 µM]	0.9	60	0.0%	16%	-7%	i	46	11%	37%
O=C(c1cccc(F)c1F)N1CCCc2ccccc21	-1.1%	-0.9%	-0.3	54	2.6%	-2%	6%	i	36	17%	2%
N#C/C(=C(/O)COC(=O)c1ccc(Cl)c(S(=O)(=O)N2CCOCC2)c1)c1nc2ccccc2[nH]1	0.4%	-1.3%	6.0	63	14%	2%	4%	i	17	8%	7%
CCCCC1CCC(C(=O)N(CC(C)C)c2c(N)n(CCCC)c(=O)[nH]c2=O)CC1 (stereo not given)	/	-0.5%[50 µM]	15	49	1.2%	-3%	-2%	i	21	0%	4%
O=C(NCCCN1CCCC1=O)C1CCN(S(=O)(=O)c2c(Cl)cccc2Cl)CC1	/	1.2%[50 µM]	0.5	58	-0.3%	-4%	2%	i	50	6%	21%
Cc1ccc(CCN2CC(C(=O)NCCC(C)C)CC2=O)cc1 (stereo not given)	-0.5%	-0.1%	-0.2	82	0.8%	4%	-1%	i	44	-10%	4%
Cc1ccccc1S(=O)(=O)Cc1ccc(C(=O)NCCN(C)Cc2ccccc2)o1	0.3%	0.2%	0.3	59	0.2%	-1%	-1%	i	7	-9%	-3%
CCCCOc1ccc(C(=O)Nc2ccc(CN3CCOCC3)cc2)cc1	-1.8%	-1.2%	1.6	52	2.5%	-6%	0%	i	54	13%	14%
CCC(C)(C)n1nnnc1C(c1ccncc1)N1CCC(C)CC1 (stereo not given)	0.4%	-3.5%	1.0	48	1.0%	0%	-2%	i	46	-4%	10%
C/C(=C\C(=O)c1ccccc1)NNC(=O)c1ccc(Cl)cc1	-0.7%	0.0%	-0.5	21	13%	-2%	4%	i	54	1%	28%
CN(CC(=O)Nc1cccc(S(=O)(=O)NC2=NCCCCC2)c1)Cc1ccc(C(C)(C)C)cc1	-2.0%	0.3%	-0.1	36	8.2%	-5%	-1%	i	25	8%	10%
CCC(C)NC(=O)CN(c1ccc(Cl)c(Cl)c1)S(C)(=O)=O (stereo not given)	0.2%	-1.2%	-1.8	47	-0.8%	2%	1%	i	62	3%	2%
Cc1ccc(CNC(=O)C2CCN(S(=O)(=O)N3CCCC3)CC2)cc1	0.0%	0.3%	0.2	66	0.8%	6%	-7%	i	35	15%	5%
COc1ccc(S(=O)(=O)n2nc(OC(=O)c3ccccc3)cc2N)cc1	0.1%	0.3%	1.6	91	3.2%	11%	-7%	i	15	9%	8%
O=C(COC(=O)c1ccc(F)cc1Cl)NCc1ccco1	/	2.4%[50 µM]	-0.9	57	/	/	-4%	/	/	4%	/
CC(=O)Nc1ccc(NC(=O)c2cccc(C(=O)OC(C)C)n2)cc1	-0.1%	0.4%	2.4	84	0.3%	1%	-4%	i	42	4%	5%
CN(Cc1ccc(O)cc1)C1CCCCC1	-0.1%	-1.0%	-1.1	64	-0.7%	0%	-2%	i	20	8%	2%
CCOC(=O)C1=C(C)N(C)C(=O)NC1c1c(C)nn(-c2ccccc2)c1C (stereo not given)	0.6%	0.3%	2.2	44	3.6%	1%	4%	i	42	8%	9%
COc1cc(/C=C2\C(=N)N3N=C(C)SC3=NC2=O)cc(OC)c1OCCOc1ccccc1C	-0.6%	4.2%	4.0	59	0.5%	-4%	/	i	14	10%	0%
Cc1ccc(S(=O)(=O)N2c3cc(C)ccc3OCC2C(C)(C)C)cc1 (stereo not given)	?	-0.2%	-0.9	66	0.9%	19%	-6%	i	62	0%	-3%
Cc1cc2nccc(-c3ccncc3)n2n1	-0.2%	5.1%	-1.2	66	0.7%	0%	-4%	i	31	3%	-7%
Cn1c(C(=O)c2ccccc2[N+](=O)[O-])nc2ccccc21	0.2%	0.2%	1.0	30	-1.2%	-3%	-6%	i	21	4%	5%
CCCCN(C)C(=S)Nc1ccsc1C(=O)OC	-1.1%	0.4%	1.4	67	0.1%	-6%	7%	i	48	11%	12%
CCc1ccccc1NC(=O)NC1CC2CCC(C1)N2Cc1ccco1 (stereo not given)	-0.6%	0.0%	0.1	38	-2.7%	1%	-3%	i	44	2%	4%
COc1ccc(C(=O)NC2CC2)cc1OC1CCN(Cc2ccccc2O)CC1	-0.3%	0.1%	0.2	61	1.0%	7%	-1%	i	49	8%	6%
CCn1c(SCC(=O)Nc2cc(C)on2)nnc1-c1ccc(C)cc1	0.0%	0.2%	1.1	56	0.7%	2%	-2%	i	22	10%	-9%
CCCCOc1ccc2c(c1)/C(=C(\C(Cl)=C(Cl)Cl)[N+](=O)[O-])N2	0.7%	-0.5%	-0.9	39	3.6%	-4%	0%	i	57	1%	11%
Nc1nnc(SCCOc2cccc(Br)c2)s1	-0.8%	5.1%	-1.2	61	1.7%	-7%	-5%	i	8	5%	0%
CCOC(=O)c1c(-c2ccccc2)oc2ccc(OC(C)=O)cc12	1.2%	-0.1%	6.8	52	15%	-9%	0%	i	43	6%	4%
Cc1ccc([N+](=O)[O-])c(OCc2ncc(Cl)n2C)c1	0.2%	0.2%	-0.1	63	?	4%	0%	i	26	5%	8%
Cc1cc(-n2c(C)cc(C(=O)COC(=O)CN=C3NS(=O)(=O)c4ccccc43)c2C)no1	-0.3%	1.0%	1.2	56	48%	-18%	9%	i	34	5%	16%
COC(=O)c1c(NC(=O)C2COc3ccccc3O2)sc2c1CCN(Cc1ccccc1)C2 (stereo not given)	/	1.9%	-0.3	30	1.5%	-6%	-12%	i	42	-2%	17%
O=C(CCCOc1ccc(Cl)cc1)NCC1CCCO1 (stereo not given)	0.1%	0.3%	-0.5	62	1.7%	3%	/	i	3	2%	4%
COc1ccc2c(c1)C(=O)N(c1ccc(C)cc1C)C(=O)C2	-0.1%	0.1%	1.0	85	2.0%	-16%	-38%	i	54	13%	7%
CC1CC(C)CN(CCCOc2ccccc2[N+](=O)[O-])C1 (stereo not given)	-0.9%	3.3%	-1.6	47	0.5%	13%	-1%	i	38	17%	7%
